Screening results as filed in PubChem BioAssay.
Cneo AK release = Cryptococcus neoformans lysis via adenylate kinase release. C. neoformans lysis, adenylate kinase release luminescence, 4 h; normalised: neutral wells 0, clomiphene wells 100. lysis activity, % at 15 µM. 0.2% of 360,000 active. AID 651654;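 active = mean lysis activity across replicates of at least 80%, whatever share of replicates individually reach that level; inactive = mean lysis activity below 80%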
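Test system: log-phase Cryptococcus neoformans yeast cells. Input: 5 × 10^6 yeast cells/mL. Medium: fresh YPD growth medium. Doses: single dose. Incubation: static 4 h at 37 °C with compound, 1 h detection. Measured by: luminescent adenylate kinase detection reagent. Read-out: signal increase indicating cell lysis. Benchmarks: Clomiphene.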
miR122 inh = miR-122 inhibition in Huh7 cells; 0.3% of 340,000 active; Huh7 miR-122 Renilla luciferase sensor, 48 h; neutral wells = 0, positive control = 100; activation (reporter increase), % at 12.5 µM;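 active = mean replicate activation score at least 90 and every replicate individually at or above 90; inconclusive = only one of the two criteria met; inactive = neither criterion met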;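 also: higher luciferase means less miR-122 activity so hits act as miR-122 inhibitors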
Statin myotox sup = suppression of simvastatin myotoxicity | C2C12 myotubes + simvastatin, ATP luminescence, 48 h; scaled: DMSO 0, geranylgeraniol control 100 | rescue of ATP level, % at 7.49 µM | 0.78% of 330,000 active;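 active = mean ATP rescue above about 67%, or every replicate alone reaching that limit, limit read from the data, passing the limit was not always enough; inconclusive = no clear call, values can overlap the other calls; inactive = mean under the limit and some replicate under it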;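 also: myotubes were challenged with 10 µM simvastatin during compound exposure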
SIRT5 inh = sirtuin-5 (human) deacylase inhibition; AID 652115; Q9NXA8; 1.1% of 330,000 active; Purified SirT5, succinyl-peptide AMC, trypsin-coupled fluorescence; inhibition, % at 15 µM; in the data active = inhibition above about 15%; inconclusive = no clear call, values can overlap the other calls
Target sequence (Q9NXA8 whole entry, looked up): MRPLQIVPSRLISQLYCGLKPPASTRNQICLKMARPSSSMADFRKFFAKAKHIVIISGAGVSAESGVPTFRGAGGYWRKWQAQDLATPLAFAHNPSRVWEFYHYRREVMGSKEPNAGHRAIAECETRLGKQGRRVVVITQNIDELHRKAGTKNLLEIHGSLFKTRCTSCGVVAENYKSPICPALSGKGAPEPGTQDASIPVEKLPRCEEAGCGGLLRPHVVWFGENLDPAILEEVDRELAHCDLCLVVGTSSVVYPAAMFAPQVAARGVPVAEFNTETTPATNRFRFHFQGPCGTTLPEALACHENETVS
esBAF inh = inhibitors of esBAF chromatin remodeling in mouse ES cells. Bmi1-luciferase knock-in reporter, 24 h; 100% = twice the neutral-well signal. reporter increase, % at 12.5 µM. 2% of 350,000 active. AID 602393; in the data active = activation above about 40%; inconclusive = no clear call, values can overlap the other calls;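 also: 0% = median of the plate's neutral control wells and 100% = double that signal; a rise in the Bmi1 reporter signal indicates esBAF inhibition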
ARNT-TACC3 inh = disrupts binding between human ARNT and TACC3; inhibition, % at 9.99 µM; 0.66% of 390,000 active; AlphaScreen His-ARNT PAS-B/GST-TACC3 binding, luminescence; TACC3 fragment carries E629A point mutation; Q9Y6A5;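 active = mean inhibition of replicates at least 50% and at least half of replicates each reaching 50%; inconclusive = half or more replicates reach 50% but mean below 50%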;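 also: 0% = complete ARNT plus TACC3 wells and 100% = ARNT alone without TACC3; many hits fall short of the cut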
ERp5 block = ERp5 (human) disulfide isomerase inhibition. Q15084. inhibition, % at 9.99 µM. ERp5 insulin aggregation, absorbance 650 nm, 90 min. 0.05% of 350,000 active;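 active = mean replicate inhibition above about 25%, with every replicate also reaching it, limit read from the data, passing the limit was not always enough; inconclusive = only one of those two criteria met; inactive = neither criterion met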
Target sequence (Q15084 whole entry, looked up): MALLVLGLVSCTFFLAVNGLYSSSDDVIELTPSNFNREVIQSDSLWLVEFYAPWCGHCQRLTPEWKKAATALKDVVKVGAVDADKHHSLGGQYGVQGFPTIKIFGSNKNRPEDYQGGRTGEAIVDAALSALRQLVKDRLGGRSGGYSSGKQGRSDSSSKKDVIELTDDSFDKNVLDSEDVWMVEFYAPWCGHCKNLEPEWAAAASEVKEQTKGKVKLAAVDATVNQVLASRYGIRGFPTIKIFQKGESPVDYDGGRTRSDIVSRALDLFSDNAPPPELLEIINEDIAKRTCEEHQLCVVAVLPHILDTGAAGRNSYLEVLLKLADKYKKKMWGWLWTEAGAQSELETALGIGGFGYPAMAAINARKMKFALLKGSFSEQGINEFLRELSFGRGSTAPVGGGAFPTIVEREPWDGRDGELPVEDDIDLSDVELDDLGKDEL
An asterisk follows results filed as active; ? = inconclusive; · = not tested or not shown; [ ] = another dose, or the depositor's remark.

SMILES	Cneo AK release	miR122 inh	Statin myotox sup	SIRT5 inh	esBAF inh	ARNT-TACC3 inh	ERp5 block
Cc1ccc(NC(=O)C(C)Sc2nnc(C)n2C2CC2)cc1S(=O)(=O)N1CCOCC1 (stereo unspecified)	0.0	-1.0	12.5	-1.4	0.5	-2.2	-3.2
COc1ccc(N2C(=O)C3C4c5ccccc5C(C=Nc5ccc(C)cc5C)(c5ccccc54)C3C2=O)cc1 (stereo unspecified)	1.2	·	20.1	·	4.8	-2.8	·
C[C@H](CO)N1C[C@H](C)[C@@H](CN(C)C(=O)CCCN(C)C)OCCCC[C@H](C)Oc2ccc(NC(=O)c3ccccc3)cc2C1=O	-3.4	7.5[16.7 µM]	19.8	-0.4	1.1	-2.7	7.0
COCC(=O)Nc1nc2n(n1)C(c1ccccc1Cl)CC(c1ccc(OC)cc1)N2 (stereo unspecified)	-2.8	-3.6	8.6	-8.9	9.2	-12.2	1.6
O=C(Nc1cccc(S(=O)(=O)N2CCCC2)c1)c1ccco1	-1.4	-4.9	-5.2	-4.4	4.8	7.0	-14.2
C[C@H]1CN([C@@H](C)CO)C(=O)c2cc(C#CC3(O)CCCC3)cnc2O[C@@H]1CN(C)C(=O)Cc1ccccc1	-3.4	0.6[16.7 µM]	0.2	-3.3	4.3	1.0	-3.9
O=[N+]([O-])c1cccc(NN=Nc2ccccc2)c1	-1.2	5.7	26.3	-4.4	?	0.7	-1.7
COc1cc(NC(=O)c2cc(CC(C)C)on2)c(OC)cc1Cl	1.8	-0.1	7.5	-4.2	-4.0	-6.9	5.0
C[C@H](CO)N1C[C@H](C)[C@@H](CN(C)S(=O)(=O)c2cn(C)cn2)Oc2ccc(NC(=O)Nc3ccc(C(F)(F)F)cc3)cc2CC1=O	-1.1	6.6[16.7 µM]	29.3	-3.6	-3.8	·	8.0
Cc1csc(=O)n1CC(=O)OCC(=O)Nc1ccc(C(N)=O)cc1	0.3	-4.3	-9.8	0.4	-2.5	1.0	-4.0
Cc1c(NS(=O)(=O)c2cccc(C(=O)OCC(=O)N(C)C3CCCCC3)c2)c(=O)n(-c2ccccc2)n1C	-2.5	4.7	2.4	0.4	1.7	38.4	-0.3
O=C(CCC(=O)OCC(=O)c1ccc(C(F)(F)F)cc1)OCC(=O)c1ccc(C(F)(F)F)cc1	-2.2	-2.9	·	-3.3	·	·	1.5
C[C@@H]1CN([C@H](C)CO)C(=O)c2cccc(NC(=O)C3CC3)c2O[C@H]1CN(C)CC1CCCCC1	0.1	36.9[16.7 µM]	8.6	-3.2	4.6	0.5	6.3
COc1cc(CCC(=O)Nc2ccc(S(=O)(=O)N3CCCC3)cc2)cc(OC)c1OC	0.9	-5.2	4.6	-0.5	4.0	3.5	2.2
CCCOC(=O)c1c(NC(=O)c2cnn3c2NC(c2ccccc2)CC3C(F)(F)F)sc2c1CCCC2 (stereo unspecified)	0.9	-2.3	·	-4.4	·	1.9	7.2
COc1ccc(C(CCN)c2ccc3c(c2)OCO3)cc1 (stereo unspecified)	1.0	·	24.9	-2.6	2.6	-4.8	0.2
COCC(=O)N[C@H]1C=C[C@H](CC(=O)NCc2ccccc2OC)O[C@@H]1CO	2.8	·	2.8	1.6	-3.1	-0.9	-1.9
Cc1ccc(/C=C2\SC(=S)N(CCC(=O)NNC(=O)c3ccccc3O)C2=O)cc1	-2.5	2.4	1.2	-0.5	-9.5	4.1	2.3
Cc1ccc(Nc2nc3ccc(Cl)cc3n3cnnc23)cc1F	5.3	-3.5	12.9	-0.4	-3.5	-37.3	8.5
Nc1nc2n[nH]nc2c(=O)[nH]1	5.1	38.7	90.1*	·	103.3*	13.9	4.5
Cc1cccc(NC(=O)C2CCCN2C(=O)Oc2ccccc2)c1C (stereo unspecified)	-0.3	-3.5	7.2	·	-8.9	-9.6	·
Cc1ccc(-c2cc(C(F)F)n3ncc(C(=O)N4CCN(c5cccc(C)c5C)CC4)c3n2)cc1	0.0	-3.9	0.1	·	-2.7	1.1	·
CCOc1ccc(NC(=O)CNc2ccc(C)cc2Cl)cc1	-8.1	-2.7	·	·	-5.5	1.4	·
N#CC1=C(N)Oc2c(ccc3ccccc23)C1c1ccsc1 (stereo unspecified)	2.1	47.3	-18.4	·	-12.3	0.4	·
CCOC(=O)CNC(=O)C(CC(N)=O)NC(=O)OC(C)(C)C (stereo unspecified)	3.6	3.2	·	-2.0	·	·	0.8
COCC(=O)N(C)C[C@H]1Oc2ncc(C#CCC3CCCC3)cc2C(=O)N([C@H](C)CO)C[C@@H]1C	3.0	6.2[16.7 µM]	5.9	5.4	2.1	13.1	-6.6
CNC(=O)C1CC(=O)N(Cc2ccc3c(c2)OCO3)C(=Nc2ccc(F)cc2)S1 (stereo unspecified)	·	·	·	4.9	·	-3.6	-10.3
CSc1nnc2c(n1)c(C)nn2-c1ccc(C)cc1	-0.9	-3.3	4.6	·	16.3	-6.2	·
COc1cc(NC(=O)C2CC3CCC2C3)c(OC)cc1Cl (stereo unspecified)	0.2	-0.9	-1.3	-1.7	-14.5	7.4	-2.6
O=C(Cn1sc2ccccc2c1=O)Nc1ccccc1	8.5	-5.4	31.0	1.7	-1.0	·	4.3
CCCN1CCN(CC(O)COC(c2ccc(OC)cc2)c2ccc(OC)cc2)CC1 (stereo unspecified)	2.3	-5.6	1.8	-3.4	0.5	-5.7	4.5
Cc1ccc(CN2CCN(/N=C/c3ccc(C(F)(F)F)cc3)CC2)c(C)c1	-2.0	3.6	1.2	-2.6	5.6	-1.6	-2.7
CCOc1ccc(N=CC2=C(O)CC(C)(C)CC2=O)cc1	0.3	-8.1	-8.4	·	47.6*	4.5	·
ClCC1=Nc2ccccc2Cc2ccccc21	1.8	-1.5	·	-3.1	·	·	3.5
Cc1cccc(NC(=O)Nc2ccc([N+](=O)[O-])cc2)n1	0.6	2.5	·	0.0	·	-4.6	-1.9
COc1cc(C(=O)Nc2cccc(-c3nc4cc(C)ccc4o3)c2C)cc(OC)c1OC	-0.8	9.7	-39.4	·	20.3	-6.1	·
O=C(Cn1ncc2c([nH]c3ccccc32)c1=O)NCCc1ccc(Cl)cc1	-5.7	-3.0	0.2	-5.3	-3.2	-18.5	4.6
Clc1ccc(CNC2CCCC2)c(Cl)c1	-2.2	3.8	-17.8	·	-5.3	-7.4	·
CCOC(=O)CN1N=C(/C=C/c2ccccc2)CCC1=O	-3.9	2.1	-6.8	·	-2.4	0.0	·
CCOn1c(=O)c(-c2ccccc2)[n+]([O-])c2ccccc21	-0.6	0.7	6.4	1.2	-3.0	-6.0	1.1

Arranged by the number under esBAF inh (rising): some entries from above
SMILES | esBAF inh
Cc1cccc(NC(=O)C2CCCN2C(=O)Oc2ccccc2)c1C (stereo unspecified) | -8.9
CCOC(=O)CN1N=C(/C=C/c2ccccc2)CCC1=O | -2.4
O=C(Cn1sc2ccccc2c1=O)Nc1ccccc1 | -1.0
C[C@H](CO)N1C[C@H](C)[C@@H](CN(C)C(=O)CCCN(C)C)OCCCC[C@H](C)Oc2ccc(NC(=O)c3ccccc3)cc2C1=O | 1.1
COc1ccc(C(CCN)c2ccc3c(c2)OCO3)cc1 (stereo unspecified) | 2.6
COCC(=O)Nc1nc2n(n1)C(c1ccccc1Cl)CC(c1ccc(OC)cc1)N2 (stereo unspecified) | 9.2

Additional structures:
SMILES	Cneo AK release	miR122 inh	Statin myotox sup	SIRT5 inh	esBAF inh	ARNT-TACC3 inh	ERp5 block
CCCOc1ccc(F)cc1-c1cc(C(=O)NC2CCCCC2)[nH]n1	-1.8	1.0	-7.0	·	-0.3	·	-4.9
CC(=O)Nc1ccc(S(=O)(=O)NCCC(=O)OCC(=O)N2CCN(C(=O)c3ccco3)CC2)cc1	1.1	-3.7	·	2.1	·	-1.9	1.4
COc1ccc(N2CCN(C(=O)COCC(=O)O)CC2)cc1	1.1	-1.9	6.3	-1.1	-2.9	-0.1	-2.6
O=C1CC(N2CCN(c3cccc(C(F)(F)F)c3)CC2)C(=O)N1c1ccc(F)cc1 (stereo unspecified)	0.5	1.4	-4.2	·	-3.4	3.6	·
Cc1c(-c2cc(C(=O)O)no2)cnn1C	·	3.2	2.6	-2.1	5.3	0.0	6.3
Cc1nnc2c(N(C)S(=O)(=O)c3ccccc3)nc3ccccc3n12	-3.6	-6.6	4.6	-4.0	33.6	6.6	5.8
Cc1cc(N2CCOCC2)nc2cc(O)ccc12	-5.3	-1.7	-3.8	-3.5	39.4	-1.3	0.9
COc1ccc(N2C(=O)CSC2c2ccc(F)c(F)c2)cc1 (stereo unspecified)	-1.1	1.5	9.0	-4.9	-6.5	-20.8	-3.6
O=C(C[C@H]1CC[C@@H]2[C@H](COC[C@H](O)CN2C(=O)c2ccccc2F)O1)N1CCCCC1	-1.3	1.3[16.7 µM]	5.4	-0.8	-4.9	1.1	-9.3
CC(=O)Oc1ccc(C)cc1N1C(=O)c2ccc(C(=O)O)cc2C1=O	0.3	-9.4	2.5	·	-6.7	19.7	·

Next section, overlapping the part above by 2 compounds.
SMILES	Cneo AK release	miR122 inh	Statin myotox sup	SIRT5 inh	esBAF inh	ARNT-TACC3 inh	ERp5 block
O=C(C[C@H]1CC[C@@H]2[C@H](COC[C@H](O)CN2C(=O)c2ccccc2F)O1)N1CCCCC1	-1.3	1.3[16.7 µM]	5.4	-0.8	-4.9	1.1	-9.3
CC(=O)Oc1ccc(C)cc1N1C(=O)c2ccc(C(=O)O)cc2C1=O	0.3	-9.4	2.5	·	-6.7	19.7	·
CC(C)(C)c1ccc(C(=O)NNC(=O)CCC(=O)Nc2ccccc2)cc1	-0.8	-1.3	-6.6	-0.1	7.5	-3.4	2.7
CC1SCC(NC(=O)c2cccc(Cl)c2)CS1 (stereo unspecified)	-4.0	-1.1	·	4.5	·	-0.4	-2.6
CCCCOc1ccc(Cc2c(O)nc(SC)[nH]c2=O)cc1	-0.3	3.2	6.4	-5.3	-2.2	-3.0	-0.9
CC(C)CC#Cc1cnc2c(c1)C(=O)N([C@H](C)CO)C[C@H](C)[C@@H](CN(C)C(=O)Nc1ccccc1F)O2	0.3	-13.0[16.7 µM]	1.3	2.5	-0.4	14.5	-4.1
CCCN1C[C@H](C)[C@H](OC)CN(C)C(=O)c2cc(NC(=O)C3CCOCC3)ccc2OC[C@H]1C	1.5	8.4[16.7 µM]	7.9	-1.8	-1.5	-11.0	7.7
Cc1ccc(C)c(SCC(=O)OCC(=O)N2CC(C)OC(C)C2)c1 (stereo unspecified)	2.0	-3.6	1.8	0.4	-3.4	-4.5	-1.8
Cn1c(N)c(S(=O)(=O)NCc2ccccc2)c(=O)n(C)c1=O	0.2	1.3	4.1	-1.7	-0.3	1.0	-0.3
CN(C)S(=O)(=O)N1CCC(Oc2ccc(C(=O)N3CCCCCCC3)cc2)CC1	1.6	5.1	-5.4	-0.5	39.6	-3.0	2.9
COc1ccc(NC(=O)N(C)C[C@@H]2Oc3ccc(NC(=O)NC(C)C)cc3C(=O)N([C@@H](C)CO)C[C@H]2C)cc1	-3.3	0.7[16.7 µM]	5.9	-0.8	0.6	-1.2	-2.3
COC(=O)N1CCCCC1c1cc(C(=O)Nc2cccc3c2CCCC3)no1 (stereo unspecified)	3.1	-5.7	5.3	-0.5	-4.9	·	-4.5
CCOc1ccc(/C(O)=C2/C(=O)C(=O)N(CCN(CC)CC)C2c2cccs2)cc1 (stereo unspecified)	2.2	·	·	-4.9	·	5.5	-4.7
COc1ccc(N2C(=O)c3ccc(NC(C)=O)cc3C2=O)cc1	-1.7	0.4	-17.0	·	12.4	-2.0	·
CN(c1ccccc1)S(=O)(=O)c1ccc(C(=O)OCC(=O)NCc2ccco2)cc1	-0.3	-4.7	-15.0	·	-0.9	-7.8	·
CC(C)OCCCNC(=O)C1CCN(S(=O)(=O)N2CCCCC2)CC1	-0.6	5.8	0.5	·	1.0	-2.7	·
Cc1nn(-c2ccccc2)c2sc(C(=O)NC3CC3)cc12	1.1	45.2	-14.7	·	47.4*	-1.6	·
CNc1cncc(-c2cccnc2)n1	-11.7	3.1	7.1	-27.1	-1.4	·	1.1
